Source: PubChem BioAssay
STK33 inh – blocks human STK33 kinase activity | Q9BYT3 | purified STK33, MBP phosphorylation, ADP-Glo luminescence | inhibition, % at 10 µM | 320,000 compounds, 0.073% hits;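 active = inhibition at or above 25%, using the most active replicate where run in duplicate; inactive = inhibition below 25%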
Target sequence (Q9BYT3 whole entry, looked up): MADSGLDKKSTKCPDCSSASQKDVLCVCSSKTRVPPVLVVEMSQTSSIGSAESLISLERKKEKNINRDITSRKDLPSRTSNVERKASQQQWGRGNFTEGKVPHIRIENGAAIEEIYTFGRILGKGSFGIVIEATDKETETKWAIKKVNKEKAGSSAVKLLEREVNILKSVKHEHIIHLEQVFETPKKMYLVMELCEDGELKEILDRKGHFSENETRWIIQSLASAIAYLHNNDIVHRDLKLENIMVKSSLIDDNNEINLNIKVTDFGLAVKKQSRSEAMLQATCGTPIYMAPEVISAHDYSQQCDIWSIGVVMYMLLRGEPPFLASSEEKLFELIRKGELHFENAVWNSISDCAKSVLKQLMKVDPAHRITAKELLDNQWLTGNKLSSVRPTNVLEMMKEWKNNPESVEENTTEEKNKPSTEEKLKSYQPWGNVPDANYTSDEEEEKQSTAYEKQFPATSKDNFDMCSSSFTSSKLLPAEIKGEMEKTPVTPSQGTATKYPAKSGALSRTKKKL
An asterisk follows results filed as active. Only part of the results is shown, so the mix of outcomes need not match the whole.

COc1ccc2c(c1)[C@H]1[C@H](CO2)[C@H](c2ccccc2)[C@]2(C)C(=O)Nc3ccc(Br)cc3C(=O)N12
- STK33 inh = 0.2
O=C(N/N=C/C(Cl)=C/c1ccccc1)c1ccc2c(c1)OCO2
- STK33 inh = -0.7
NC(=O)c1cccc([N+](=O)[O-])c1
- STK33 inh = -0.1
CC(C)CN(C(=O)CCNC(=O)c1ccc([N+](=O)[O-])cc1)C1CCS(=O)(=O)C1 (configuration not stated)
- STK33 inh = -0.7
CCN(C(=O)CSc1nc(C)c(C)c(C)n1)C1CCS(=O)(=O)C1 (configuration not stated)
- STK33 inh = -1.1
Cc1ccc(Oc2ccc(S(=O)(=O)Nc3ccc(C(=O)O)cc3)cc2)cc1
- STK33 inh = -3.2
Cn1c(N)c(C(=O)COC(=O)CNC(=O)c2ccccc2)c(=O)n(C)c1=O
- STK33 inh = -1.1
O=C(CN1c2cccc3cccc(c23)S1(=O)=O)N1CCCCC1
- STK33 inh = 0.1
CC(=O)Nc1ccc(C(=O)CCl)cc1
- STK33 inh = -0.5
Cc1cccc(C)c1NC(=O)CNC(=O)C1CCCC1
- STK33 inh = 1.4

Cc1cc(NC(=O)CSc2n[nH]c(-c3ccccc3Br)n2)no1
- STK33 inh = -1.1
CN1/C(=C\C=Nc2ccc3ccccc3c2)C(C)(C)c2ccccc21
- STK33 inh = -1.0
Cc1cc(NC(=O)CSc2nnc(-c3ccco3)n2C)no1
- STK33 inh = 1.3
CCOC(=O)[C@H]1[C@H]2COc3ccc(Cl)cc3[C@@H]2N2C(=O)CN(Cc3ccccc3)C(=O)[C@@]12C
- STK33 inh = 0.7
O=C1NC(Cc2ccc(O)cc2)c2nc3ccccc3c(=O)n2-c2cc(Cl)ccc21 (configuration not stated)
- STK33 inh = 0.4
C[C@H]1CN([C@@H](C)CO)C(=O)Cc2cc(NS(C)(=O)=O)ccc2O[C@@H]1CN(C)CC1CC1
- STK33 inh = -1.5
C[C@@H]1NC(=O)[C@H](CC(N)=O)NC(=O)c2cc([N+](=O)[O-])cc(I)c2OCC[C@@H](C(=O)NC(CC(=O)O)C(N)=O)NC1=O (some centres not stated)
- STK33 inh = -0.6
NC(=O)C1CCN(c2nc(-c3cc4ccccc4o3)cs2)CC1
- STK33 inh = -1.2
COc1ccc(CNC(=O)C(C)OC(=O)c2cccc(N(C)C)c2)cc1 (configuration not stated)
- STK33 inh = -3.7
O=C1CN(C(=O)CN2C(=O)NC(c3ccccc3)(c3ccccc3)C2=O)c2ccccc2N1
- STK33 inh = -0.6

O=C(Nc1ccc(Cl)c(Cl)c1)C1CCCCC1
- STK33 inh = 0.5
Cc1ccc(NC(=O)CC2OC(=O)c3ccccc32)cc1S(=O)(=O)N1CCOCC1 (configuration not stated)
- STK33 inh = -2.5
C[C@H](CO)N1C[C@H](C)[C@@H](CN(C)S(C)(=O)=O)Oc2ccc(NC(=O)Nc3ccccc3)cc2C1=O
- STK33 inh = -0.1
CC(=O)NCCc1ccc(C(=O)COC(=O)c2cccn2C)cc1
- STK33 inh = 0.4
CCOC(=O)C1=C(C)NC(C)=C(C(=O)OCC)C1C(=O)OCC(=O)N1CC(C)OC(C)C1 (configuration not stated)
- STK33 inh = -0.3
COc1ccc(NC(C)=O)cc1S(=O)(=O)N1CCn2cccc2C1C (configuration not stated)
- STK33 inh = 0.0
CC1CC(C)CN(C(=O)c2cccc(S(=O)(=O)NCc3ccccc3)c2)C1 (configuration not stated)
- STK33 inh = 0.3
O=C(NCCCN1CCOCC1)c1cccc(S(=O)(=O)Nc2ccc(F)cc2)c1
- STK33 inh = -0.9
COc1cccc(CNC(=O)c2ccc(NS(=O)(=O)c3ccc4[nH]c(=O)[nH]c4c3)cc2)c1
- STK33 inh = -0.3
O=C(N/N=C/c1ccc(Cl)cc1Cl)c1ccc(-n2cnnn2)cc1
- STK33 inh = -0.6

COc1ccc(-n2c(SCC(=O)N(C)C3CCS(=O)(=O)C3)nc3ccc(O)cc3c2=O)cc1OC (configuration not stated)
- STK33 inh = 1.7
CC[C@@H](C)[C@@H]1CN([C@@H](C)CN2CCC[C@H]2CN2C(N)=NC[C@@H]2Cc2ccccc2)C(=N)N1CCc1ccc(Cl)c(Cl)c1
- STK33 inh = 2.7
Cc1ccc(SCC(=O)N2CCN(S(=O)(=O)c3cccs3)CC2)cc1
- STK33 inh = -0.2
O=C(NCCN1C(=O)S/C(=C\c2ccc(Cl)cc2)C1=O)C1=COCCO1
- STK33 inh = -0.1
CCN(C(=O)COC(=O)CCn1c(C)csc1=O)c1c(N)n(Cc2ccccc2)c(=O)[nH]c1=O
- STK33 inh = -0.8
COc1ccc(OC)c(S(=O)(=O)N2CCN(C)CC2c2ccccc2)c1 (configuration not stated)
- STK33 inh = -1.0
O=C1NC(C(=O)O)=CC(c2cccc(Cl)c2Cl)N1 (configuration not stated)
- STK33 inh = -1.0
CC1(NC(=O)Cc2c(F)cccc2Cl)CCS(=O)(=O)C1 (configuration not stated)
- STK33 inh = -1.5
O=C(COC(=O)Cc1ccsc1)Nc1ccc(Cl)cc1F
- STK33 inh = -0.6
O=C1CN(C(=O)COC(=O)c2ccccc2Br)c2ccccc2N1
- STK33 inh = -1.3

CCN(C[C@H]1N[C@@](CC)(C(=O)OC)[C@H]2C(=O)N(C)C(=O)[C@@H]12)C(=O)Nc1ccc(F)cc1
- STK33 inh = -1.6
O=C(O)/C(=C\c1cccc(F)c1)c1ccc(S(=O)(=O)N2CCCC2)s1
- STK33 inh = 0.1
C[C@H](CO)N1C[C@H](C)[C@@H](CN(C)C(=O)NC2CCCCC2)Oc2c(NC(=O)C3CCCCC3)cccc2C1=O
- STK33 inh = -0.8
C=C1C[C@H](O)[C@@H]2[C@H](OC(=O)[C@H]2C)[C@H]2[C@H](C)[C@@H](O)C[C@@H]12
- STK33 inh = -1.5
COc1ccc2cc1Oc1ccc(cc1)C[C@H]1c3cc(c(OC)cc3CCN1C)Oc1c(OC)c(OC)cc3c1[C@@H](C2)N(C)CC3
- STK33 inh = -0.3
CC1CN(C(=O)COc2ccc3c(-c4ccccc4)cc(=O)oc3c2)CC(C)O1 (configuration not stated)
- STK33 inh = -0.1
COc1cccc(-c2ccc3ncnc(NCc4cccc(C)c4)c3c2)c1
- STK33 inh = -0.5
CN(C)S(=O)(=O)c1ccc(C(=O)NNC(=O)C23CC4CC(CC(C4)C2)C3)cc1
- STK33 inh = -1.1
CCOC(=O)[C@H]1[C@H]2COc3ccc(Cl)cc3[C@@H]2N2C(=O)c3ccc(C)cc3NC(=O)[C@@]12C
- STK33 inh = 0.8
Cc1ccc(Cl)c2c1NC(=O)C2=O
- STK33 inh = -0.6

O=C(COC(=O)C1CCC(=O)N1)Nc1ccccc1OC(F)F (configuration not stated)
- STK33 inh = -0.9
CCOc1ncccc1C(=O)Nc1cccc(-n2cnnn2)c1C
- STK33 inh = 0.1
COc1ccccc1NCCC(=O)OCC(=O)Nc1cc([N+](=O)[O-])ccc1F
- STK33 inh = 0.0
CC(=O)[C@H]1CC[C@H]2[C@@H]3C=CC4=CC(=O)CC[C@@]4(C)[C@@H]3CC[C@]12C
- STK33 inh = -0.2
COc1ccc(NS(=O)(=O)c2cccc(NC(=O)COc3ccccc3[N+](=O)[O-])c2)cc1
- STK33 inh = 0.2
O=C(COC(=O)/C=C/c1cccc(Br)c1)NC1CCCC1
- STK33 inh = -0.4
CC[C@@]1(C(=O)OC)N[C@H](CN(C)C(=O)C2CCCCC2)[C@@H]2C(=O)N(C)C(=O)[C@@H]21
- STK33 inh = 0.6
CC(C)OC(=O)CN1CCN(S(=O)(=O)c2cc(Cl)ccc2Cl)CC1
- STK33 inh = -2.0
O=C(O)c1ccc(N(c2ccccc2)c2ccccc2)cc1
- STK33 inh = -0.6
Cc1cc(NC(=O)COc2nnc(-c3ccccc3)c3ccccc23)no1
- STK33 inh = -0.5

COc1cc(C(=O)NC(C)c2cc(C)ccc2C)ccc1OCC(=O)N1CCOCC1 (configuration not stated)
- STK33 inh = -0.1
CCOc1ccc(C(=O)NNC(=O)CCNC(=O)c2ccc(Br)cc2)cc1OC
- STK33 inh = -0.1
COc1ccccc1NCCC(=O)OCC(=O)Nc1cccc(S(=O)(=O)N(C)C)c1
- STK33 inh = -1.9
CC1(C2CC2)NC(=O)N(CC(=O)NCc2ccc(Cl)cc2Cl)C1=O (configuration not stated)
- STK33 inh = 4.7
CC(OC(=O)C1CC(=O)N(Cc2ccco2)C1)C(=O)Nc1ccccc1[N+](=O)[O-] (configuration not stated)
- STK33 inh = -2.4
O=C(Nc1cc(S(=O)(=O)N2CCCCCC2)ccc1OCC(F)(F)F)c1ccc(=O)[nH]c1
- STK33 inh = -1.4
CN(C(=O)c1ccccc1C(=O)OCC(=O)c1ccccc1)c1ccccc1
- STK33 inh = 0.1
Cc1c(C(=O)Nc2cccc(S(=O)(=O)N3CCOCC3)c2)oc2ccccc12
- STK33 inh = -0.2
Cc1cc(OCC(=O)OCC(=O)Nc2ccc(Cl)cn2)ccc1Cl
- STK33 inh = -1.2
COc1cc(N)c(Cl)cc1C(=O)OCC(=O)N(C)C1CCCCC1
- STK33 inh = -1.2

O=C(Nc1ccc2c(c1)OCCO2)C1CCCC1
- STK33 inh = -1.6
CC(NC(=O)c1cc(S(=O)(=O)N2CCOCC2)ccc1F)c1ccc(-n2ccnc2)cc1 (configuration not stated)
- STK33 inh = 0.7
COc1ccc(NC(=O)CN2CCN(CC(=O)Nc3ccc(OC)c(OC)c3)CC2)cc1
- STK33 inh = -2.3
COc1cc(-c2noc(C)c2C(=O)NCCc2cccs2)cc(OC)c1OC
- STK33 inh = -0.3
CC[n+]1c(/C=C(\C)Nc2ccccc2)sc2ccccc21
- STK33 inh = -1.7
C[C@@H]1CN(S(=O)(=O)c2c(F)cccc2F)CCN1S(=O)(=O)c1ccc2c(c1)OCCO2
- STK33 inh = 1.4
O=C(CN1CCN(CCC(=O)Nc2ccccc2F)CC1)Nc1ccc(F)cc1
- STK33 inh = -1.0
CCOc1ccc(S(=O)(=O)N2CCN(C(=O)CN3C(=O)NC(C)(C)C3=O)CC2)cc1
- STK33 inh = 2.1
Cc1ccc(S(=O)(=O)NCc2ccc(C(=O)NC3CCC(O)CC3)cc2)cc1C (configuration not stated)
- STK33 inh = 0.6
C/C=C/CSc1nc2c(c(=O)[nH]c(=O)n2C)n1CCC
- STK33 inh = -0.5

Seven compounds drawn at random from the list so far:
COc1cc(-c2noc(C)c2C(=O)NCCc2cccs2)cc(OC)c1OC
- STK33 inh = -0.3
O=C(CN1CCN(CCC(=O)Nc2ccccc2F)CC1)Nc1ccc(F)cc1
- STK33 inh = -1.0
C[C@@H]1CN(S(=O)(=O)c2c(F)cccc2F)CCN1S(=O)(=O)c1ccc2c(c1)OCCO2
- STK33 inh = 1.4
Cc1ccc(S(=O)(=O)NCc2ccc(C(=O)NC3CCC(O)CC3)cc2)cc1C (configuration not stated)
- STK33 inh = 0.6
COc1ccc(NC(=O)CN2CCN(CC(=O)Nc3ccc(OC)c(OC)c3)CC2)cc1
- STK33 inh = -2.3
CC(NC(=O)c1cc(S(=O)(=O)N2CCOCC2)ccc1F)c1ccc(-n2ccnc2)cc1 (configuration not stated)
- STK33 inh = 0.7
CCOc1ccc(S(=O)(=O)N2CCN(C(=O)CN3C(=O)NC(C)(C)C3=O)CC2)cc1
- STK33 inh = 2.1

Continued.
CCN(CC(=O)Nc1ccc(NC(C)=O)cc1)C(=O)c1ccc2c(c1)OCCO2
- STK33 inh = -1.0
CCc1noc(C)c1C(=O)OCC(=O)Nc1ccc(F)cc1Cl
- STK33 inh = 0.4
COc1ccccc1CNC(=O)COC(=O)c1cc2ccccc2o1
- STK33 inh = 1.0
O=C(CN1C(=O)NC2(CCCC2)C1=O)NCc1cccc(Cl)c1
- STK33 inh = 0.1
O=C(C[C@@H]1C/C=C\CC[C@@H](Cc2ccc(F)cc2)C(=O)OC[C@@H](Cc2ccccc2)NC1=O)NCCO
- STK33 inh = 0.2
O=C(C[C@@H]1C/C=C\CC[C@H](Cc2ccc(F)cc2)C(=O)OC[C@@H](Cc2ccccc2)NC1=O)NCCO
- STK33 inh = 0.1
O=C(NCC(c1ccc(F)cc1)N1CCOCC1)c1ccc([N+](=O)[O-])o1 (configuration not stated)
- STK33 inh = -0.7
O=C(C[n+]1ccccc1)N/N=C/c1ccc(C(=O)O)cc1
- STK33 inh = -0.8
CSc1ccccc1NC(=O)COC(=O)Cc1ccsc1
- STK33 inh = -0.2
O=C(CC1CCCC1)N1CCN(S(=O)(=O)c2ccccc2)CC1
- STK33 inh = -1.5

CC(=O)C[C@H](O)CC(=O)[C@H]1OC(=O)CCCCCCc2ccccc21
- STK33 inh = -0.6
O=C(CC1(CC(=O)N2CCOCC2)CCCC1)Nc1ccccc1
- STK33 inh = -1.1
Cc1ccc(NC(=O)COC(=O)CN2C(=O)c3ccccc3C2=O)cc1
- STK33 inh = -0.1
C=CC[C@H](CC(=O)NCCO)C(=O)N[C@H](COC(=O)[C@@H](CC=C)Cc1ccc(F)cc1)c1ccccc1
- STK33 inh = 3.1
COc1ccccc1NC(=O)C1=C(C)NC(=O)NC1c1ccccc1F (configuration not stated)
- STK33 inh = -1.2
COc1ccc(OC)c(S(=O)(=O)N(C)CC(=O)O)c1
- STK33 inh = 0.5
O=C(CSc1cccc[n+]1[O-])Nc1ccc(Br)cc1Br
- STK33 inh = -1.1
C/C=C/C1=CC(=O)C[C@H](c2ccc(OC)c(OC)c2)C1
- STK33 inh = 0.9
O=C(CC1CCCC1)Nc1cc(S(=O)(=O)N2CCOCC2)ccc1O
- STK33 inh = -0.4
Cc1cc(C)cc(NC(=O)C(OC(=O)c2ccc(O)cc2)c2ccccc2)c1 (configuration not stated)
- STK33 inh = 0.4

COC(=O)c1sc(S(=O)(=O)NC(Cc2ccccc2)C(=O)O)c(C(=O)OC)c1C (configuration not stated)
- STK33 inh = -2.0
CC(=O)Nc1ccc(-c2csc(NC(=O)CCNC(=O)c3ccco3)n2)cc1
- STK33 inh = -0.1
Cc1cc(Cl)ccc1OCCCC(=O)NNC(=O)c1ccncc1
- STK33 inh = -0.2
C#CCOCCOCCOCCNc1nc(N2CCN(C(=O)[C@H](CCCCN)n3cc(CN)nn3)CC2)nc(N2CCN(C(=O)[C@H](CCC(=O)O)n3cc([C@@H](N)CCCCN)nn3)CC2)n1
- STK33 inh = 3.0
CC(C)(C)OC(=O)COc1cc(OCC(=O)OC(C)(C)C)c2c(=O)cc(-c3ccccc3)oc2c1
- STK33 inh = -0.6
NC(=O)Nc1ccc(C(=O)OCC(=O)c2c[nH]c3ccccc23)cc1
- STK33 inh = 0.3
Cc1cc(SCC(=O)N(C)C2CCCCC2)nc2ccccc12
- STK33 inh = -0.7
